Screening results: PubChem, several laboratories
NadD inh = inhibitors of Staphylococcus aureus NadD; inhibition, % at 20 µM; 360,000 compounds, 0.78% hits; purified NadD enzyme, colorimetric absorbance read-out; AID 602399; in the data active = inhibition above about 26%; note: some compounds past the cut are filed as inactive
Scp1 inh = Scp-1 (human) phosphatase inhibition. Q9GZU7. Recombinant Scp1, phosphopeptide, malachite green phosphate absorbance. inhibition, % at 20 µM. 340,000 compounds, 0.88% hits. AID 493091;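 active = inhibition above about 50% at 20 µM, limit read from the data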;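 note: plate controls were DMSO wells with enzyme for no effect and wells lacking enzyme for full effect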
Target sequence (Q9GZU7 76-261 limits assumed): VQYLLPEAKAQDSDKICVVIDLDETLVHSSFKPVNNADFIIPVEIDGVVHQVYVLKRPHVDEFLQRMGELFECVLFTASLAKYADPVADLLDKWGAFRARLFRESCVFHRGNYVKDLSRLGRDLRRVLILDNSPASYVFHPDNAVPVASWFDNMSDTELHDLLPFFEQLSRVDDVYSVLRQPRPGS
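Material: truncated SCP-1 phosphatase (76-261aa) / Buffer or medium: 50 mM Tris acetate pH 5.5, 0.005% Tween-20, 10 mM MgCl2 / Compound dosing: one concentration, 20 µM, with 1.0% DMSO / Incubation: 45 min room-temperature reaction, 5 min colour, 30 min stabiliser / Detection: colorimetric free-phosphate detection, absorbance 630 nm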
CSN inh = inhibitors of human CSN-mediated cullin deneddylation. Q92905. Purified CSN, SCF-Nedd8-OG deneddylation, fluorescence polarization. inhibition, % at 12.5 µM. 360,000 compounds, 0.38% hits. AID 651999;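 active = pattern-corrected inhibition above about 35%, with an unprinted fluorescence ratio check between 0.5 and 1.5, limit read from the data, passing the limit was not always enough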;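 note: 0% = enzyme with substrate and 100% = substrate without enzyme; some results filed as inactive read as strong as hits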
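Detection – fluorescence polarization · System – HEK293T-derived human Csn5 enzyme · Controls – substrate-only high control, full reaction low control · Timing – 90 min, room temperature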
Rpn11 inh = inhibitors of human proteasome Rpn11; human 26S proteasome, Ub4-pepOG fluorescence polarization; 20S core pre-blocked with epoxomicin; 360,000 compounds, 0.59% hits; AID 588493; calls only at 20 µM;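 active = inhibition at 20 µM, scaled to each plate's controls, above about 33%, limit read from the data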
Target sequence (O00487 whole entry, looked up): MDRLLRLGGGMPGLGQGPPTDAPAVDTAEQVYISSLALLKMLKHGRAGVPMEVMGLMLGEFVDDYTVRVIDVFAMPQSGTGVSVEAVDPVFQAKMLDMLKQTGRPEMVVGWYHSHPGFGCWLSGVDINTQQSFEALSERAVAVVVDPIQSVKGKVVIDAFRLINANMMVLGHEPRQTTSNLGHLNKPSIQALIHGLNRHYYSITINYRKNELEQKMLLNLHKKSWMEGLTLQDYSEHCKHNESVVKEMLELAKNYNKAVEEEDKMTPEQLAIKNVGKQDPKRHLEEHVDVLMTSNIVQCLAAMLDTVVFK
LMPTP block = LMPTP (human) inhibition | recombinant LMPTP-A, OMFP fluorogenic substrate, fluorescence intensity | inhibition, % at 20 µM | 360,000 compounds, 0.22% hits;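 active = compounds that cut the enzyme signal by at least half of the control window in the single-dose screen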;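 note: plate controls were DMSO wells with enzyme plus substrate for no effect and substrate without enzyme for full effect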
Target sequence (P24666 whole entry, looked up): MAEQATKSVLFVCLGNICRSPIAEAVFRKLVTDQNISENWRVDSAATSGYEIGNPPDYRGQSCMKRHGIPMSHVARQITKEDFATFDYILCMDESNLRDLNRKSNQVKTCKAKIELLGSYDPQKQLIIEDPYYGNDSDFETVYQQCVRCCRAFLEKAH
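Test system – LMPTP-A enzyme · Amount – LMPTP-A at 0.625 nM final in the reaction · Buffer or medium – Bis-Tris pH 6.0, DTT, detergent · Reagent – OMFP 400 µM · Doses – single 20 µM dose · Schedule – reaction 50 min, room temperature, dark · Detection – fluorescence intensity of OMFP turnover product · Evaluation – percent inhibition versus substrate-only and uninhibited controls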
DNMT1 block = inhibitors of human DNMT1; P26358; DNMT1 molecular beacon, Hinp1I cleavage, fluorescence; inhibition (reported as % activation of signal), % at 10 µM; 360,000 compounds, 0.83% hits; in the data active = inhibition above about 50%
Neddyl block = inhibitors of human cullin neddylation; 360,000 compounds, 0.58% hits; TR-FRET cullin neddylation, biochemical; calls only at 25 µM; P61081+Q13564; AID 651699; in the data active = inhibition above about 36%
STEP block = inhibitors of human striatal-enriched phosphatase STEP; P54829; recombinant STEP, OMFP fluorogenic substrate, fluorescence; inhibition, % at 20 µM; 360,000 compounds, 0.25% hits;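 active = inhibition at 20 µM, scaled per plate between control wells, above about 37%, limit read from the data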;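 note: 0% = DMSO with enzyme and substrate and 100% = substrate only without enzyme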
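System: isolated STEP enzyme; schedule: 20 min enzyme reaction at room temperature, protected from light; medium: Bis-Tris buffer pH 6.0, 2.5 mM DTT, 0.005% Tween 20; signal: fluorescence, 480/540 nm; dosing: single compound dose of 20 µM, 1% DMSO final; also added: OMFP substrate, 25 µM final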
Rin1 Abl inh = human Rin1-Abl interaction inhibition; P00519+Q13671; TR-FRET Rin1/Abl binding, biochemical; inhibition, % at 7.35 µM; 360,000 compounds, 0.4% hits; AID 588664; in the data active = inhibition above about 5%, passing the limit was not always enough
SUMO1 PPI mod = alters human SUMO1 binding to SIM partners. SUMO1 binding to a labelled peptide, TR-FRET, 1 h. 360,000 compounds, 0.33% hits. P63165. inhibition, % at 20 µM; in the data active = inhibition above about 37%
Target sequence (P63165 whole entry, looked up): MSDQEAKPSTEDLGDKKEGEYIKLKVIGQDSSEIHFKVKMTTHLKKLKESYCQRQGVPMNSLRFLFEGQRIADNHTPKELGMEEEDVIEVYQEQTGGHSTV
Starred values were filed as active, the others as inactive; i = inactive; x = no result given; + = active, no number.

NadD inh,Scp1 inh,CSN inh,Rpn11 inh,LMPTP block,DNMT1 block,Neddyl block,STEP block,Rin1 Abl inh,SUMO1 PPI mod,Molecule
1.2,x,0.0,i,-0.6,3.2,i,-1.8,-2.6,3.7,CC(C)(C)c1ccc(S(=O)(=O)NC(=O)C2(C)CCN2C(=O)CC2CCCC2)cc1 (stereo not given)
-0.4,-0.8,0.0,i,0.2,1.4,i,0.5,-1.1,-24.4,CCN1CCCC1CNc1ccc(S(C)(=O)=O)cc1[N+](=O)[O-] (stereo not given)
-3.2,-1.0,0.3,i,1.1,-2.9,i,2.2,-1.3,0.1,CCCNC(=S)Nc1ccc(Nc2ccccc2)cc1
-2.0,36.3,6.3,i,2.7,0.1,x,1.4,2.9,2.2,CCNC(=S)N(CCN(CC)CC)Cc1cc2cc3c(cc2[nH]c1=O)OCO3
10.6,-0.8,-4.5,i,2.3,0.4,i,5.0,-1.2,2.7,CCc1ccc(NC(=S)Nc2cc(C(=O)O)ccc2N2CC3CC(C2)c2cccc(=O)n2C3)cc1 (stereo not given)
-6.0,-16.3,18.7,+,1.5,-2.6,i,0.9,-2.0,-26.6,COc1cc(/C=C(\C#N)C(=O)Nc2ccc3c(c2)OCCO3)ccc1O
-2.5,-4.3,-6.6,i,-0.8,1.4,i,0.7,2.6,2.6,CCn1nc(C(=O)N2CCN(Cc3ccc4c(c3)OCO4)CC2)c2ccccc2c1=O
-7.0,-9.8,-5.2,i,-1.2,4.5,i,1.6,-3.9,3.7,CN(CC(=O)Nc1cccc(F)c1)C(=O)CCCc1cccs1
1.3,-2.8,-4.0,i,2.0,0.6,i,-0.4,4.2,11.7,COc1ccc(CCNC(=O)CSC2=NS(=O)(=O)c3cc(Cl)ccc3N2)cc1OC
8.2,1.4,-0.3,i,-1.0,-14.3,i,2.5,-1.5,-3.2,Cc1ccc(Nc2nc(N)nc(CN3CCc4ccccc4C3)n2)cc1
-9.8,-9.4,5.5,i,0.3,1.2,i,-2.0,-1.1,-1.0,c1ccc(-c2nn3cnnc3c3ccccc23)cc1
1.4,0.5,1.2,i,-1.0,1.0,i,1.5,-1.7,3.1,CC1CN(CC(=O)NCc2ccc(Cl)cc2)CC(C)O1 (stereo not given)

The list goes on; it opens with the two that closed the last part.
NadD inh,Scp1 inh,CSN inh,Rpn11 inh,LMPTP block,DNMT1 block,Neddyl block,STEP block,Rin1 Abl inh,SUMO1 PPI mod,Molecule
-9.8,-9.4,5.5,i,0.3,1.2,i,-2.0,-1.1,-1.0,c1ccc(-c2nn3cnnc3c3ccccc23)cc1
1.4,0.5,1.2,i,-1.0,1.0,i,1.5,-1.7,3.1,CC1CN(CC(=O)NCc2ccc(Cl)cc2)CC(C)O1 (stereo not given)
-4.8,-6.5,-1.9,i,2.1,4.8,i,2.8,-0.1,6.5,CON(C)C(=O)CC1(CN(Cc2ccccc2)C(=O)OC(C)(C)C)CCCCC1
-2.2,-4.5,-0.9,i,-0.7,3.3,i,-2.3,3.6,2.7,O=C(NCCN1CCOCC1)c1ccc2c(c1)N(Cc1ccc(F)cc1)C(=O)c1ccccc1S2(=O)=O
-7.0,-12.9,3.4,i,1.1,-10.7,i,-1.4,-4.3,-19.1,CCNS(=O)(=O)c1cccc(C(=O)c2c(C)cc3ccccn23)c1
2.7,-8.6,2.7,i,1.3,-1.7,i,3.6,3.9,-3.0,CCn1c(SCC(=O)Nc2ccc(C)cc2)nc2sc3c(c2c1=O)CCN(C)C3
3.2,7.1,3.9,i,-2.2,1.8,i,0.3,8.1,0.5,Cn1c(=O)[nH]c(=O)c2c1nc(SCC(O)CO)n2Cc1ccccc1Cl (stereo not given)
-3.5,0.4,-0.8,i,0.0,3.9,i,1.7,-13.3,-4.3,O=C(Cn1cc(C(=O)C(F)(F)F)c2ccccc21)Nc1ccccc1F
-2.2,-12.4,2.4,i,3.2,-1.1,i,0.0,-3.3,-7.2,COc1ccc(C(=O)N/N=C/c2ccccc2OC(=O)c2ccccc2)cc1
-3.2,-3.4,0.5,i,0.2,4.2,i,-1.0,-0.2,-1.2,CCOC(=O)N1CCN(S(=O)(=O)c2ccc(F)c(C(=O)Nc3cccc(C)c3C)c2)CC1
10.4,-7.4,-4.5,i,-1.0,3.9,i,2.0,1.2,3.9,Cc1ccc(-n2nc(C)c(C(=O)N3CCN(C(=O)c4ccco4)CC3)c2-n2cccc2)cc1
7.6,4.8,-1.1,i,-0.2,-19.5,i,-2.8,-1.2,1.2,COC(=O)c1ccc(NC(=O)c2cc(-c3ccccn3)nc3ccccc23)cc1
-1.7,-2.2,2.3,i,2.8,-1.6,i,-0.3,2.3,-5.4,O=C(CCCN1C(=O)C(c2ccccc2)Oc2cccnc21)NCCc1ccc(Cl)cc1 (stereo not given)
-2.0,-2.0,3.9,i,-0.1,-2.5,i,2.9,4.2,-8.7,Cc1cnc(C(=O)OCC(=O)c2ccc(C3CCCCC3)cc2)cn1
-4.0,-6.8,-2.8,i,0.4,-2.1,i,3.0,0.7,6.9,O=C(NCCCO)c1c(O)c2cccc3c2n(c1=O)CCC3
1.3,-17.3,-1.8,i,4.0,3.8,i,-0.7,-3.6,8.2,CC(C)(C)C(=O)NC(=S)NNC(=O)C(c1ccccc1)c1ccccc1
x,x,-4.9,x,-2.1,x,i,x,x,3.5,CCCCNC(=O)C1C(c2ccccc2)=Nc2ccccc2N1C(=O)c1ccc(C(F)(F)F)cc1 (stereo not given)
1.8,-5.1,9.0,i,1.4,8.7,i,-1.2,-0.8,2.9,O=C(CSc1nc(O)cc(=O)n1-c1ccccc1)Nc1nc2ccccc2s1
-8.6,1.2,-4.5,i,-1.7,-2.0,i,1.1,1.3,1.6,CN(C(=O)c1cc(COc2ccc(F)c(F)c2)on1)C1CCOC1 (stereo not given)
-8.5,-13.3,110.0,i,-0.3,-2.3,i,0.7,-3.0,5.0,Cc1nn(C)c(C)c1/C=C(/C(=O)C(C)(C)C)n1cncn1
2.3,x,-1.5,i,-1.2,2.8,i,-3.2,1.0,1.3,CC1=C(C(=O)N(C)C)CC(CC(=O)NC2CCCCC2)C(=O)N1Cc1ccc(C(C)(C)C)cc1 (stereo not given)
4.2,-5.0,0.3,i,-0.1,-1.0,i,-2.2,-2.1,-0.8,O=C(CSc1nnc(-c2ccccc2)o1)N1CCOCC1
0.2,-8.2,-1.9,i,-0.4,7.2,i,-1.0,-0.8,-6.3,CC1(C)O[C@@H]2[C@H](O1)[C@@H](CO)O[C@H]2n1ccc(=O)[nH]c1=O
0.7,-2.7,-5.9,i,-0.1,0.8,i,2.6,1.3,0.6,COc1ccc(OC)c(NC(=O)C(CCS(C)(=O)=O)NC(C)=O)c1 (stereo not given)
3.9,-6.7,-0.8,i,-0.5,1.2,i,-2.5,0.2,18.8,COc1ccc2c(=O)c(-c3ccc(OC)c(OC)c3)coc2c1
-3.1,-4.8,1.3,i,-1.3,0.1,i,-1.8,-1.0,3.0,CCOc1ccc(NC(=O)CSc2nnc(-c3ccoc3C)n2CC2CCCO2)cc1 (stereo not given)
-1.2,-6.8,-2.5,i,0.8,-0.6,i,1.9,-1.5,-19.2,O=C(CSCc1ccccc1Cl)NN1C(=O)c2ccccc2C1=O
3.5,-5.2,-1.6,i,-0.5,29.2,i,3.0,-4.2,1.6,CC(C)c1ccc(NC(=O)C2CC(=O)Nc3nc4ccccc4n32)cc1 (stereo not given)
3.2,-6.1,-4.3,i,3.1,0.2,i,-1.6,1.4,0.7,CCOC(=O)c1c(N)nn(C(=O)C(C)(C)C)c1-c1ccccc1
-0.9,-8.3,-1.9,i,-0.4,-7.1,i,-0.7,-3.4,6.1,Cc1c(C(=O)N/N=C/c2ccc(O)cc2)sc(=S)n1C
-1.1,-14.0,-2.2,i,1.5,-5.0,i,-5.3,0.9,-6.6,O=C(Nc1nnc(SCc2ccccc2Cl)s1)c1cccc([N+](=O)[O-])c1
10.3,-4.6,-5.8,i,1.0,0.8,i,-2.6,-1.9,14.0,COc1ccc(/C=N/Nc2cc(C)nc(-n3nc(C)cc3C)n2)c(OC)c1
-7.6,-8.8,0.0,i,-1.6,1.9,i,-6.1,0.2,3.8,CCN(CC)CCC(=O)N1c2ccccc2Sc2ccc(Cl)cc21
3.9,-6.7,-13.1,i,0.5,-8.7,i,-1.2,0.3,10.8,Fc1ccc(-c2n[nH]c(=S)n2/N=C/c2c[nH]c3ccccc23)cc1
-8.9,-20.7,1.8,i,0.3,-1.2,i,0.0,3.1,-21.0,COc1ccc([N+](=O)[O-])cc1NS(=O)(=O)c1ccc(C)cc1
1.7,-5.2,-0.7,i,-1.5,0.3,i,-0.2,3.7,1.3,CCOc1ccccc1Oc1ccc(C(F)(F)F)cn1
-4.0,-9.1,-0.7,i,-0.8,3.3,i,-0.5,13.2*,2.0,O=C(Nn1cnc2ccccc2c1=O)c1ccc(Br)cc1
-10.3,-8.6,6.3,i,1.5,-8.7,i,-0.7,0.2,4.8,COc1ccc(OC)c(NC(=O)c2cc(S(=O)(=O)NCc3ccco3)ccc2F)c1

Entries listed so far with an aryl thioether with sulfur outside any ring, in the order listed:
NadD inh,Scp1 inh,CSN inh,Rpn11 inh,LMPTP block,DNMT1 block,Neddyl block,STEP block,Rin1 Abl inh,SUMO1 PPI mod,Molecule
2.7,-8.6,2.7,i,1.3,-1.7,i,3.6,3.9,-3.0,CCn1c(SCC(=O)Nc2ccc(C)cc2)nc2sc3c(c2c1=O)CCN(C)C3
3.2,7.1,3.9,i,-2.2,1.8,i,0.3,8.1,0.5,Cn1c(=O)[nH]c(=O)c2c1nc(SCC(O)CO)n2Cc1ccccc1Cl (stereo not given)
1.8,-5.1,9.0,i,1.4,8.7,i,-1.2,-0.8,2.9,O=C(CSc1nc(O)cc(=O)n1-c1ccccc1)Nc1nc2ccccc2s1
4.2,-5.0,0.3,i,-0.1,-1.0,i,-2.2,-2.1,-0.8,O=C(CSc1nnc(-c2ccccc2)o1)N1CCOCC1
-3.1,-4.8,1.3,i,-1.3,0.1,i,-1.8,-1.0,3.0,CCOc1ccc(NC(=O)CSc2nnc(-c3ccoc3C)n2CC2CCCO2)cc1 (stereo not given)
-1.1,-14.0,-2.2,i,1.5,-5.0,i,-5.3,0.9,-6.6,O=C(Nc1nnc(SCc2ccccc2Cl)s1)c1cccc([N+](=O)[O-])c1
